Keap1 Nrf2 FP – disrupts human Keap1 binding to Nrf2 peptide. Keap1 Kelch-Nrf2 peptide fluorescence polarization, 1536-well. inhibition, % at 9.4 µM. 340,000 compounds, 0.15% hits. AID 504523; in the data active means inhibition above about 12%;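 further: human Keap1 Kelch domain with fluorescein labeled Nrf2 9mer peptide probe; 0% = neutral control wells and 100% = peptide positive control; higher means more block of Keap1 binding to Nrf2 peptide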
Wnt act – Wnt/beta-catenin pathway activation. activation, % at 9.35 µM. Wnt/beta-catenin reporter cell assay, activator, plate reader. 300,000 compounds, 1.2% hits; in the data active means activation above about 30%, passing the limit was not always enough;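 further: 0% = neutral control wells and 100% = positive control wells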
OPRM1-OPRD1 inv – inverse agonists of human mu-delta opioid receptor heterodimerization. P35372+P41143. cell-based MOR-DOR heterodimer luminescence, inverse agonism. inhibition, % at 9.3 µM. 340,000 compounds, 0.21% hits. AID 504357; in the data active means inhibition above about 22%, passing the limit was not always enough;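 further: 0% = cells with DMSO and 100% = wells without cells with DMSO; values of inactives mirror those of a sister screen read the other way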
Target sequence (P35372 whole entry, looked up): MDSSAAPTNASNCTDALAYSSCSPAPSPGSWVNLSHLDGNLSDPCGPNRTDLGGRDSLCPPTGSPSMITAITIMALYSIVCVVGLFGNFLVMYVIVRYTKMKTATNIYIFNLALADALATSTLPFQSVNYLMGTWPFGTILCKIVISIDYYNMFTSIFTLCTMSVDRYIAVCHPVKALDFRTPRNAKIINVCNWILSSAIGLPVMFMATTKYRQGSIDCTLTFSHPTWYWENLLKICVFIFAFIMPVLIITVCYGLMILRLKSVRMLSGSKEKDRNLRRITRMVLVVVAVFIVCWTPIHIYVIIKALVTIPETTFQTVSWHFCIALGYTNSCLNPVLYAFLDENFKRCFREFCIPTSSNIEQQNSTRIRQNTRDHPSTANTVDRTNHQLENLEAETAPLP
Target sequence (P41143 whole entry, looked up): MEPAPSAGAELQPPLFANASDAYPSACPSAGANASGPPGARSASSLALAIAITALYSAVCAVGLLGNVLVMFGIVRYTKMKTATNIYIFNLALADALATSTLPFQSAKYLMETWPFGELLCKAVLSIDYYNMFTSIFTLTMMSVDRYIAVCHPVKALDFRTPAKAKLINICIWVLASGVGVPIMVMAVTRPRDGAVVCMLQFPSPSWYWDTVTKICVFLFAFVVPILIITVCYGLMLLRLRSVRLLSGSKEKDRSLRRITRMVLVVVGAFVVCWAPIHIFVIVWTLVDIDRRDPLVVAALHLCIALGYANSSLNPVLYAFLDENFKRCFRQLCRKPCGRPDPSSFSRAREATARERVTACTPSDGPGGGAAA
Pemphigus Ab inh – blocks pemphigus antibody binding to human desmoglein-3; DSG3-coupled beads, scFv-anti-DSG3-GFP binding, flow cytometry; stronger effect = lower value; binding (percent of control), % at 10 µM; AID 588358; 310,000 compounds, 0.48% hits; P32926;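 active means binding more than 3 SD below its plate's average and above zero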; further: some compounds called inactive have numbers as strong as hits
LANA DNA inh – blocks KSHV LANA C-terminal domain binding to DNA; MBP-C-LANA/FAM-LBS DNA binding, fluorescence polarization; inhibition, % at 9 µM; 340,000 compounds, 0.078% hits; AID 504423;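 active means highest replicate inhibition at or above 60% at 9 µM, even if other replicates fall short; inactive means all replicates below 60% inhibition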;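 further: 0% = neutral control wells and 100% = 4 µM acridine orange control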
MOR-DOR ag – OPRM1-OPRD1 heterodimerization agonism; activation, % at 9.3 µM; cells, luminescence; 340,000 compounds, 0.3% hits; AID 504326; in the data active means activation above about 18%;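 further: 0% = vehicle-treated cells and 100% = reference agonist; values of inactives mirror those of a sister screen read the other way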
cardiac RTF act – cardiac RTF calcium sensitization | activation, % at 7.2 µM | P19429+P45379 | 340,000 compounds, 0.24% hits | AID 493008 | IANBD-labeled TnC RTF fluorescence at EC20 calcium; 0% EC20 calcium, 100% full calcium;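 active means activation above the mean over all tested compounds plus 3 SD, cut at about 30% in these data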;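 further: rise in fluorescence read as greater calcium sensitivity of cardiac thin filaments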
Arrestin-AP2 inh – inhibitors of human beta-arrestin and AP2 interaction. AID 504490. inhibition, % at 10 µM. FITC-arrestin peptide / GST-AP2 beads, flow cytometry; AP2 beta2 appendage carries R879A mutation. 340,000 compounds, 0.31% hits;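 active means inhibition above a set limit, near 3 SD of compounds lacking own fluorescence, cut at about 54% in these data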;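 further: plate controls were DMSO wells for no effect and 5 µM unlabelled arrestin peptide for full effect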
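System: GST-AP2 R879A bound to glutathione beads, E. coli-expressed. Also added: 50 nM FITC-arrestin peptide. Schedule: compound with beads 12 min RT, then probe 1 h RT. Signal: bead flow cytometry, FITC channel. Read-out basis: percent response.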
Cardiac RTF inh – cardiac RTF calcium desensitization; P19429+P45379; IANBD-labeled cardiac RTF, Ca2+ fluorescence; inhibition, % at 7.15 µM; 340,000 compounds, 0.12% hits; AID 493244;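 active means inhibition above the mean inhibition of all tested compounds plus 3 SD, cut at about 17% in these data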;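 further: assay run at fixed EC70 calcium of 1.6 mM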
V-ATPase pH – alters yeast V-ATPase proton transport; S. cerevisiae, pHLuorin cytosolic pH fluorescence; 350,000 compounds, 0.37% hits; response, % at 10 µM; in the data active means response mostly above about 7.3%, no sharp cut-off; inactive means mostly below about 5.4%; further: actives read high; inactives centre near 0; some compounds called inactive have numbers as strong as hits; reference of the scale not given here
* = called active by the depositor; . = not tested or not shown.

SMILES	Keap1 Nrf2 FP	Wnt act	OPRM1-OPRD1 inv	Pemphigus Ab inh	LANA DNA inh	MOR-DOR ag	cardiac RTF act	Arrestin-AP2 inh	Cardiac RTF inh	V-ATPase pH
O=C(Nc1ccc(Cn2nnc3ccccc32)cc1)c1ccco1	-1	.	8	101	-0.8	-1.8	7	14	0	1
O=C(Nc1cccc2nsnc12)c1ccc(F)cc1	0	1	1	110	1.8	-0.2	1	0	2	1
CCOC(=O)Cn1nc(NC(=O)COc2ccc(F)cc2)cc1C	2	-1	10	115	0.2	-1.8	6	-22	-2	-3
CC1(C)C(N(O)C(=O)Nc2ccccc2)N(c2cccc(Cl)c2)C(=O)N1O (centres undefined)	1	0	13	110	-1.6	-3.0	-7	5	-1	-2
Cc1cc(C)c2nc(SCC(=O)NC(=O)c3cccn3C)cc(C)c2c1	-2	-1	-7	98	0.7	1.2	-3	-19	-6	2
COc1ccc(NC(=O)Cc2ccc(Cl)c(Cl)c2)cn1	1	2	-4	107	-1.9	0.7	-3	0	9	0
CCCC(=O)NCCc1ccc(F)cc1	-4	4	3	100	1.3	-0.6	2	1	-12	1
NC(=O)CCC(C(=O)O)N1C(=O)c2ccc(O)cc2C1=O (centres undefined)	-1	0	16	94	0.7	-3.1	2	31	-6	-2
Brc1ccc(-c2nnc3sc(CNCc4ccc5c(c4)OCO5)cn23)cc1	-8	2	7	96	-1.8	-1.1	6	8	-6	2
CCCCCCCCC(=O)N/N=C(\C)c1cccnc1	-2	11	-14	.	-2.5	2.3	-7	5	11	0
Cc1ccnc(NC2c3ccccc3C(=O)N2Cc2ccccc2Cl)c1 (centres undefined)	1	1	3	76	0.4	-0.5	0	3	-2	-4
CC(=O)OCC(=O)C12OC(C)(C)OC1CC1C3CC=C4CC(O)CCC4(C)C3CCC12C (centres undefined)	-2	-3	-1	111	-1.1	0.2	7	10	-10	-3
COc1ccc(/C=C2\SC(N3CCc4ccccc4C3)=NC2=O)cc1OC	-9	0	12	106	1.5	-2.0	-2	-6	5	2
O=C(NCc1ccc(F)cc1)c1cc(-c2ccncc2)nc2ccccc12	-2	-1	22	121	0.1	-4.2	-4	23	-6	-3
Cc1ccc(C(NC(=O)N2CCCC2)C(Cl)Cl)cc1F (centres undefined)	3	12	12	86	1.0	-1.8	5	2	-7	-2

Results in OPRM1-OPRD1 inv, Keap1 Nrf2 FP and cardiac RTF act, for some of the entries so far:
molecule	OPRM1-OPRD1 inv	Keap1 Nrf2 FP	cardiac RTF act
COc1ccc(/C=C2\SC(N3CCc4ccccc4C3)=NC2=O)cc1OC	12	-9	-2
O=C(NCc1ccc(F)cc1)c1cc(-c2ccncc2)nc2ccccc12	22	-2	-4

(more compounds)
SMILES	Keap1 Nrf2 FP	Wnt act	OPRM1-OPRD1 inv	Pemphigus Ab inh	LANA DNA inh	MOR-DOR ag	cardiac RTF act	Arrestin-AP2 inh	Cardiac RTF inh	V-ATPase pH
O=C1CCc2cc(S(=O)(=O)N3CCN(Cc4ccc5c(c4)OCO5)CC3)ccc2N1	2	.	-4	103	-0.2	0.8	-2	6	-13	1
CC1(C(=O)OCC(=O)NNC(=O)COc2ccc(Cl)cc2)CC1(Cl)Cl (centres undefined)	6	-3	10	93	-2.2	-1.6	0	1	3	1
CC(C)(C)c1ccc(OCC(O)CN2CCN(c3ccccn3)CC2)cc1 (centres undefined)	-2	0	-15	.	1.7	3.0	-2	30	4	-3
COc1cc(C(=O)Nc2nnc(C)s2)c([N+](=O)[O-])cc1OC	-1	-2	6	85*	0.8	-1.1	2	8	-5	2
COCCNC(=O)C1CCCN(S(=O)(=O)c2ccc3c(c2)CC(C)N3C(=O)C2CC2)C1 (centres undefined)	-5	1	5	104	-0.6	-0.9	0	9	-6	0
CCCCCC(=O)Nc1ccc(N2CCN(S(C)(=O)=O)CC2)cc1	-4	.	4	102	0.6	-0.7	3	5	-9	2
COc1ccccc1N1C(=NC(=O)C(C)Oc2ccccc2)SC2CS(=O)(=O)CC21 (centres undefined)	-3	0	18	104	2.4	-3.5	0	-7	-3	-1
COc1cc(CNc2nc3ccccc3[nH]2)cc(OC)c1OC	4	-1	10	103	-1.1	-1.9	4	6	-5	-1
Cc1cccc(S(=O)(=O)Nc2nc3ccccc3nc2NCc2ccc3c(c2)OCO3)c1	3	2	15	97	1.9	-2.9	7	50	-1	-1
CCc1ccc(CNC(=O)CCc2nnc(Cc3cccc(C(F)(F)F)c3)o2)nc1	-6	-1	5	108	-0.2	-0.8	6	5	-12	-1
CC(C)Cn1cnc2c1c(=O)n(CC(O)c1ccccc1)c(=O)n2CC(C)C (centres undefined)	-2	.	10	100	-0.2	-1.8	-1	-4	-1	-3
Nc1ccc2c(c1)C(=O)c1cc(N)c(Cl)cc1-2	-4	2	9	99	1.0	-1.8	-5	2	-2	1
O=C1CCN(C(=O)Nc2ccccc2Cl)N1	1	-1	12	.	0.0	-2.3	6	9	-5	-2
CN(CC(=O)Nc1ccc(F)c(F)c1F)C1CCCCC1	-1	-8	-2	.	-1.3	0.3	-1	21	3	1
Cc1cc(=O)c2cc(NC(=O)c3ccccc3Cl)ccc2[nH]1	-3	-2	8	112	0.9	-1.4	0	-19	6	2

The list goes on; the last four above are carried over.
SMILES	Keap1 Nrf2 FP	Wnt act	OPRM1-OPRD1 inv	Pemphigus Ab inh	LANA DNA inh	MOR-DOR ag	cardiac RTF act	Arrestin-AP2 inh	Cardiac RTF inh	V-ATPase pH
Nc1ccc2c(c1)C(=O)c1cc(N)c(Cl)cc1-2	-4	2	9	99	1.0	-1.8	-5	2	-2	1
O=C1CCN(C(=O)Nc2ccccc2Cl)N1	1	-1	12	.	0.0	-2.3	6	9	-5	-2
CN(CC(=O)Nc1ccc(F)c(F)c1F)C1CCCCC1	-1	-8	-2	.	-1.3	0.3	-1	21	3	1
Cc1cc(=O)c2cc(NC(=O)c3ccccc3Cl)ccc2[nH]1	-3	-2	8	112	0.9	-1.4	0	-19	6	2
CCC1CCc2c(sc(NC(=O)c3cnccn3)c2C(N)=O)C1 (centres undefined)	4	1	-1	110	3.4	0.2	-4	0	-10	-2
O=C(CSc1nnc(-c2ccc(F)cc2)o1)NC1CCCC1	-6	-1	0	108	0.0	0.1	0	24	-1	5
Cc1ccccc1-c1nc(CS(=O)(=O)CC(=O)NC2CCCCC2C)c(C)o1 (centres undefined)	0	1	-9	105	-0.6	1.7	0	9	-3	1
CCN(CC)S(=O)(=O)c1ccc(C(=O)NCC(c2cccs2)N2CCOCC2)cc1 (centres undefined)	3	.	-2	107	-4.6	0.3	4	0	-5	-9
CCS(=O)(=O)N1CCN(S(=O)(=O)c2ccc(S(=O)(=O)NC3CC3)cc2)CC1	-3	-1	-20	82	-1.7	2.5	-4	-3	1	0
CNC(=O)c1ccc2nc(NC(C)=O)sc2c1	0	0	14	112	0.1	-2.4	-1	24	5	1
CCOc1ccc(S(=O)(=O)N2CCOCC2)cc1NS(=O)(=O)c1ccc(OC)c([N+](=O)[O-])c1	1	-2	10	96	1.2	-1.8	-1	-12	-11	0
O=C(COc1ccccc1[N+](=O)[O-])OCCCOC(=O)COc1ccccc1[N+](=O)[O-]	2	1	5	109	16	-0.9	-3	15	-7	-2
CN(C)S(=O)(=O)c1cccc(C(=O)NCCNC(=O)c2cccc(S(=O)(=O)N(C)C)c2)c1	2	1	13	98	-0.7	-2.8	6	0	-4	-1
CCOC(=O)c1[nH]c(CO)c(C(=O)OCC)c1C	1	1	10	93	2.0	-1.9	-6	-7	-9	-4
CCOc1ccc(OCC)c(S(=O)(=O)n2cc(C)nc2CC)c1	-1	-4	15	99	0.4	-2.8	-2	11	9	0
Nc1ccc(C(=O)OCc2nc3cc4ccccc4cc3[nH]2)cc1	-2	1	8	76	-0.2	-1.5	5	-6	1	-1
O=C(CSc1cccc2cccnc12)Nc1cccc(S(=O)(=O)N2CCOCC2)c1	-3	-1	4	96	-3.6	-0.7	3	-13	1	4
Cc1ccc(-c2nn(-c3ccccc3)cc2CO)cc1	0	14	8	96	-2.2	-1.7	2	-21	-26	-1
Cc1cccc(OCC(=O)NC(=S)Nc2ccc(S(=O)(=O)NC3CCCCC3)cc2)c1	0	.	-13	63*	1.2	3.0	-7	-3	-2	-1
CCc1ccccc1N(CC(=O)NCCSCc1ccco1)S(C)(=O)=O	-6	0	2	105	1.2	-0.4	2	26	7	0
Cc1nn(C)cc1S(=O)(=O)N1CCCCC1C (centres undefined)	2	1	14	.	-1.9	-2.6	1	21	-4	-3
Cn1c(=O)c2ccccc2n(CC(=O)NCCC2=CCCCC2)c1=O	1	-1	-4	111	-2.5	0.7	10	7	-27	1
COCCCNC(=O)/C(C#N)=C/c1c(N2CCN(C)CC2)nc2ccccn2c1=O	0	0	10	112	-1.5	-2.3	-3	-3	-3	-3
O=C(O)CN1C(=O)/C(=C/c2cccc(Cl)c2)Oc2ccccc21	4	-1	12	92	0.7	-2.1	-3	24	-6	-2
CCOC(=O)C1CCCN(C(=O)c2cn(C)c3ccc(S(=O)(=O)N4CCCC4)cc3c2=O)C1 (centres undefined)	-2	1	11	103	-0.6	-2.1	-5	0	-5	-3
O=C(NCCN1C(=O)C2C3C=CC(C3)C2C1=O)N1CCOCC1 (centres undefined)	-8	-4	5	111	-0.1	-0.9	7	5	-2	-1
CC1(C)Cc2c(C#N)c(NC3CCCCC3)nc(-c3ccco3)c2CO1	-5	.	2	.	-2.0	-0.4	5	0	-14	1
Cc1onc(-c2ccccc2)c1C(=O)NCC1COc2ccccc2O1 (centres undefined)	-3	.	8	99	-0.2	-1.4	6	4	-5	0
CCN(CC)CCOCCOc1ccc(Cl)c2ccccc12	1	-3	-3	102	0.2	0.5	-1	3	-8	-2
Cc1ccc(CN(C)C(=O)c2cccc(S(=O)(=O)N3CCc4ccccc4C3)c2)o1	-4	-1	2	.	-0.6	-0.4	-2	53	-4	1

High-throughput results (PubChem BioAssay)
